GRK2 aptamer HTS = compounds blocking aptamer binding on GRK2 – biochemical, human GRK2, bead flow cytometry, HTS, primary screen. Beta-adrenergic receptor kinase 1 (Homo sapiens), P25098. FAM-aptamer displacement from GRK2. inhibition of aptamer binding, % at 10 µM. 330,000 tested, 0.59% active. AID 488847, 2010;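 active = inhibition of aptamer binding above 40%, roughly 3 SD of noise, on plates passing a quality check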;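 note: median bead fluorescence of bound FAM aptamer so fluorescent compounds give negative values; no value below 0 was filed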
AGP1 TOR yeast = modulators of AGP1-GFP expression in yeast TOR pathway, primary screen, cell-based, multiplex flow cytometry, S. cerevisiae, MLPCN library; 3 h; GFP as percent of DMSO wells; GFP response vs DMSO, % at 10 µM; 320,000 tested, 0.02% active; AID 2066, 2009;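 active = GFP response relative to DMSO above a set limit, near screen average plus 3 SD, cut at about 150% in these data; inconclusive = fewer than 70 cells counted for the yeast strain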;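 note: median GFP channel fluorescence of the gated AGP1 strain per well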
MEP2-GFP yeast = modulators of MEP2-GFP levels in yeast, primary screen, S. cerevisiae, multiplex flow cytometry, MLPCN library; S. cerevisiae MEP2-GFP strain, 3 h; 100% = DMSO control level; GFP response vs DMSO, % at 10 µM; 330,000 tested, 0.51% active;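 active = GFP response versus DMSO above a set limit, roughly screen mean plus 3 SD, cut at about 180% in these data; inconclusive = fewer than 70 cells counted for a yeast strain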;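 note: median GFP fluorescence of the barcode-gated MEP2-GFP cells per well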
VLA-4 inh = inhibition in human VLA-4 binding assay, primary screen, VLA-4 allosteric modulator project, MLPCN library, flow cytometry, VLA-4 expressing cells | inhibition, % (about 7 µM as worked out from the volumes in the protocol) | AID 2557, 2010 | 330,000 tested, 0.2% active | ligand binding flow cytometry; in the data active = inhibition above about 50%
Target sequence (P13612 whole entry, looked up): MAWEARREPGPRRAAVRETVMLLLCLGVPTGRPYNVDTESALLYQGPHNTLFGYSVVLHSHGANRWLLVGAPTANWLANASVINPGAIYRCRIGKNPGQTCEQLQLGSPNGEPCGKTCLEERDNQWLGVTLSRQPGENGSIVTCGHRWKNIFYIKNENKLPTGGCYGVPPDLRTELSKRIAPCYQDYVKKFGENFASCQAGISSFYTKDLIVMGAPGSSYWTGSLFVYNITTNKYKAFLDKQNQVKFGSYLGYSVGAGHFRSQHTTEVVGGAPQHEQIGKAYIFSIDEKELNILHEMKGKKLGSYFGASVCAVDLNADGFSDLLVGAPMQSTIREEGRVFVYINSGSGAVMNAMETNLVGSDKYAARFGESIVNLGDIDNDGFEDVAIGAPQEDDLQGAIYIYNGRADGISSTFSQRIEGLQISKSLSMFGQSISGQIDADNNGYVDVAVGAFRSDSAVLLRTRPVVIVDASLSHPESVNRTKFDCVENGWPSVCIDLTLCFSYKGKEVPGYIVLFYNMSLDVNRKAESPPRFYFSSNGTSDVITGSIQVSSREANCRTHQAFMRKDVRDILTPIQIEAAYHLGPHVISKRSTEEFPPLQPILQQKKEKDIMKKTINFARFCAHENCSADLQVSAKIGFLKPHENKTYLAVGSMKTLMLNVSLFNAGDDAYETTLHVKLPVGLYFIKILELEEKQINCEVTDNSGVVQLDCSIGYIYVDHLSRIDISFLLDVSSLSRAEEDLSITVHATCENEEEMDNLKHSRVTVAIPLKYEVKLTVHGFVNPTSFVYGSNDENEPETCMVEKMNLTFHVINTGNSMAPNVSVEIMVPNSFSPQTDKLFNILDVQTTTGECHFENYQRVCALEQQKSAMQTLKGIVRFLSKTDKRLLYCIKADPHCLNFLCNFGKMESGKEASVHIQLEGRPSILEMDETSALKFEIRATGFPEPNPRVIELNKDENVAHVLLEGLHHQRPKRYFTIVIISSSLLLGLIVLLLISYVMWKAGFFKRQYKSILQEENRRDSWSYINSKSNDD
CIT2 TOR yeast = modulators of CIT2-GFP expression in yeast, primary screen, S. cerevisiae, GFP fusion, multiplex flow cytometry, MLPCN library; GFP response vs DMSO, % at 10 µM; S. cerevisiae CIT2-GFP strain, 3 h; 100 means same as DMSO wells; 320,000 tested, 0.065% active; AID 2029, 2009;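 active = GFP response relative to DMSO above a set limit, near the screen mean plus 3 SD, cut at about 150% in these data; inconclusive = Fewer than 70 cells measured for a yeast strain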;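 note: ratio of well median GFP fluorescence to mean of DMSO wells on the plate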
CR mimetic SO = reduction of superoxide in aged yeast, primary screen, HTS; S. cerevisiae aged cells, superoxide DHE fluorescence; active compounds read low; superoxide response (% of plate mean), % at 10 µM; 330,000 tested, 0.18% active; AID 2690, 2010;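 active = superoxide response under a set limit, about three screen SD below normal, cut at about 65% in these data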;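 note: yeast aged for seven days with compound at 30 °C before DHE staining; 100% = average MFI of all compound-treated wells on the plate with controls excluded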
RPL19A TOR yeast = RPL19A-GFP expression modulators in yeast, primary screen, cell-based, S. cerevisiae, multiplex flow cytometry, MLPCN; S. cerevisiae RPL19A-GFP strain, 3 h; active compounds read low; percent response vs DMSO, % at 10 µM; 330,000 tested, 0.3% active;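 active = percent response vs DMSO below 50%; inconclusive = fewer than 70 events counted for the yeast strain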;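 note: median channel GFP fluorescence of the barcoded RPL19A-GFP strain; ratio of sample median GFP to plate DMSO average so 100% = DMSO; lower means less RPL19A-GFP as with rapamycin TOR inhibition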
LAP4-GFP MLPCN = modulators of LAP4-GFP expression in yeast, primary screen, S. cerevisiae, multiplex flow cytometry, MLPCN library. 3 h; median GFP as percent of DMSO wells. GFP response vs DMSO, % at 10 µM. 320,000 tested, 0.34% active;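 active = GFP response vs DMSO above a set limit, about the screen mean plus 3 SD, cut at about 150% in these data; inconclusive = under 70 cell events counted for the yeast strain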
Numbers without * were called inactive; ? = inconclusive; [ ] = dose if it differs, or a comment.

The line under a structure holds: GRK2 aptamer HTS | AGP1 TOR yeast | MEP2-GFP yeast | VLA-4 inh | CIT2 TOR yeast | CR mimetic SO | RPL19A TOR yeast | LAP4-GFP MLPCN
CCCOc1ccc2c(CC)cc(=O)oc2c1C
→ 0 | 88 | 92 | 7 | 93 | 94 | 102 | 90
COc1cc(Nc2ncnc(N)n2)cc(OC)c1
→ 0 | 108 | 95 | 22 | 115 | 59* | 100 | 110
Cc1cccc(C(=O)NCC(=O)OCC(=O)N2CCc3ccccc32)c1
→ 5 | 81 | 95 | -6 | 92 | 93 | 89 | 95
CCn1c(C)nc2cc(C(=O)NNS(=O)(=O)c3ccc(C)c(C)c3)ccc21
→ 4 | 108 | 107 | 3 | 106 | 90 | 111 | 107
Cc1cc(=O)oc(C)c1C(=O)NCCN1CCOCC1
→ 0 | 97 | 93 | 7 | 99 | 102 | 98 | 96
CN1CCN(CC(=O)N(Cc2c(C#N)c3ccccc3n2C)c2ccccc2)CC1
→ 2 | 110 | 106 | 38 | 106 | 80 | 101 | 103
COc1ccc(CN2C(=O)[C@@H]3C(c4ccccc4Cl)=NO[C@@H]3C2=O)cc1
→ 4 | 104 | 89 | 5 | 89 | 92 | 101 | 103
Cc1ccc(-c2cc(C(=O)Nc3ccccc3C(N)=O)c3ccccc3n2)o1
→ 0 | 119 | 108 | 4 | 104 | 100 | 101 | 140
COc1ccccc1CNC(=O)CN1NS(=O)(=O)c2ccccc2C1=O
→ 5 | 97 | 100 | -5 | 95 | 102 | 101 | 94
COCCn1c(C)nc2oc3ccc(Br)cc3c(=O)c2c1=O
→ 2 | 103 | 96 | -3 | 100 | 96 | 95 | 98
CCOC(=O)C1CCN(C(=O)CCNS(=O)(=O)c2ccc3c(c2)CCN3C(=O)CC)CC1
→ 0 | 104 | 106 | 24 | 104 | 101 | 100 | 99
CCOc1cc2c(cc1C=O)OC(C)C2 (stereo not drawn)
→ 1 | 96 | 88 | -14 | 107 | 118 | 98 | 99
COC(=O)c1ccccc1NC(=O)CSc1nnc(Cc2ccc(Cl)cc2)o1
→ 0 | 98 | 109 | 25 | 99 | 112 | 98 | 106
CC(=O)c1c(C)[nH]c(C(=O)OCC(=O)Nc2ccccc2Cl)c1C
→ 0 | 95 | 99 | 19 | 109 | 92 | 95 | 97
Fc1ccc(NC(=S)N2CCN(c3ccccn3)CC2)cc1Cl
→ 0 | 95 | 97 | 18 | 83 | 106 | 89 | 104
COc1ccc(OCC(=O)N2CCN(C(=O)c3ccco3)CC2)cc1
→ 0 | 107 | 108 | 7 | 105 | 108 | 103 | 107
COc1ccc(N2CCN(C(=S)NCc3ccccc3)CC2)cc1
→ 1 | ? | ? | -1 | 95[may fluoresce red] | 95 | ? | ?
COC(=O)C1CSC(C(=O)OC)N1C(=O)CN1CCN(c2ccc(OC)cc2)CC1 (stereo not drawn)
→ 0 | 103 | 98 | -5 | 106 | 100 | 109 | 98
Cc1cc(C(=O)N2CCN(C(c3ccccc3)c3ccccc3)CC2)on1
→ 8 | 101 | 100 | -21 | 98 | 104 | 98 | 100
O=C(CCN1CCCC1=O)NC1CCCc2c1cnn2-c1ccccc1F (stereo not drawn)
→ 4 | 100 | 98 | 23 | 99 | 100 | 99 | 90
CN(CC(=O)Nc1ccc(Cl)c(C(F)(F)F)c1)C(=O)CCN1C(=O)C2CC=CCC2C1=O (stereo not drawn)
→ 1 | 98 | 101 | 6 | 93 | 115 | 98 | 104
COC(=O)c1cnc(SCC(=O)c2ccccc2)n1C
→ 1 | 99 | 102 | 11 | 98 | 107 | 100 | 95
CCOc1cc(C(=O)N(C)Cc2cc3ccccc3[nH]c2=O)cc(OCC)c1OCC
→ 7 | 104 | 123 | 1 | 99 | 95 | 106 | 103
Clc1nnc(N2CCCCC2)c2ccccc12
→ 1 | 98 | 93 | -2 | 99 | 94 | 92 | 123
Cc1noc(C)c1S(=O)(=O)N1CCN(S(=O)(=O)c2ccccc2C#N)CC1
→ 4 | 96 | 103 | 1 | 107 | 91 | 105 | 93
C=CCN1C=C2C(=O)C(C)(OC(=O)CC)C(=O)C=C2C=C1CCCC (stereo not drawn)
→ 0 | 98 | 101 | -17 | 98 | 108 | 95 | 94
CC(=O)c1cn(C2OC(CO)C3OC(C)(C)OC32)c(=O)n(C)c1=O (stereo not drawn)
→ 0 | 114 | 107 | 1 | 101 | 94 | 104 | 111
CCOc1ccccc1NC(=O)CN(c1ccc(C)cc1)S(=O)(=O)c1c(C)n[nH]c1C
→ 0 | 98 | 107 | -8 | 101 | 103 | 102 | 105
O=C(Cc1ccccc1)N1CCc2[nH]nc(-c3ccccc3)c2C1
→ 2 | 103 | 110 | 14 | 113 | 103 | 106 | 95
Cn1c(=O)c2c(nc(Br)n2CCSc2nnnn2-c2ccccc2)n(C)c1=O
→ 1 | 96 | 101 | -1 | 91 | 96 | 95 | 103
CN(C(=S)NC(=O)c1ccccc1)c1c(N)n(Cc2ccccc2)c(=O)[nH]c1=O
→ 0 | 102 | 112 | -1 | 109 | 83 | 99 | 103
COc1ccc(-c2nc(CSCC(=O)N3CCN(C4CCCCC4)CC3)c(C)o2)cc1OC
→ 1 | 103 | 105 | 14 | 105 | 97 | 101 | 105
O=C(COc1ccc(S(=O)(=O)NC2CCCCC2)cc1)NCCC1=CCCCC1
→ 0 | 103 | 95 | 0 | 116 | 108 | 100 | 103
COc1ccc(C2/C(=C(\O)c3cccc(OC)c3)C(=O)C(=O)N2c2ccccn2)cc1 (stereo not drawn)
→ 9 | 85 | 93 | 6 | 81 | 118 | 89 | 94
CC1CCCN(S(=O)(=O)c2ccc(Cl)s2)C1 (stereo not drawn)
→ 0 | 22[may fluoresce violet] | 316*[may fluoresce violet] | -2 | ? | 98 | 54[may fluoresce violet] | 84[may fluoresce violet]
CN(C)CCc1c[nH]c2ccc(C[C@H]3COC(=O)N3)cc12
→ 0 | 100 | 92 | -14 | 97 | 81 | 103 | 107
COc1cccc(CN2CCNC(=O)C2CC(=O)N(C)CCC2CCOCC2)c1 (stereo not drawn)
→ 1 | 104 | 93 | -112 | 100 | 109 | 95 | 94
CCC(C)C(N)C(=O)NC(CCC(=O)OCc1ccccc1)C(N)=O (stereo not drawn)
→ 0 | 101 | 99 | 10 | 100 | 99 | 99 | 109
COc1cc2ccccc2cc1C(=O)N1CCN(c2ccccn2)CC1
→ 0 | 105 | 109 | 5 | 101 | 96 | 103 | 97
COc1cccc(C(=O)NN2CCOCC2)c1
→ 0 | 107 | 95 | -6 | 98 | 93 | 98 | 102
C/C(CC(=O)Nc1cccc2c1CCCC2)=N\NC(=O)c1cccc2ccccc12
→ 6 | 98 | 103 | 43 | 97 | 93 | 104 | 90
O=C(Nc1cccc(-c2ccc(N3CCOCC3)nn2)c1)c1ccccc1Cl
→ 1 | 102 | 96 | 3 | 87 | 105 | 94 | 105
CCNC(=S)N(CCCO)Cc1cc2cc3c(cc2[nH]c1=O)OCCO3
→ 0 | 100 | 99 | 17 | 102 | 104 | 97 | 91
O=C(CN1CCN(Cc2ccccc2)CC1)N1N=CCC1c1ccccc1 (stereo not drawn)
→ 0 | 98 | 106 | 5 | 106 | 105 | 99 | 96
COc1ccc(CN(C)CC(=O)Nc2ccc(N3CCOCC3)cc2)cc1OC
→ 2 | 94 | 102 | -5 | 101 | 88 | 100 | 90
COc1cc2[nH]c(=S)n(Cc3cccs3)c(=O)c2cc1OC
→ 0 | 103 | 90 | 5 | 90 | 114 | 102 | 99
CCCN(CCC)CCCNC(=O)CC1Nc2ccccc2NC1=O (stereo not drawn)
→ 5 | 103 | 100 | 12 | 105 | 110 | 103 | 102
Cc1cc(C)n2nc(C(=O)OCC(=O)NC3CCCCC3)nc2n1
→ 13 | 105 | 96 | 3 | 104 | 99 | 99 | 105
N#C/C(=N/Nc1ccc(S(=O)(=O)N2CCOCC2)cc1)C(N)=O
→ 1 | 100 | 97 | 4 | 104 | 101 | 98 | 100
O=S(=O)(NCCN1CCOCC1)c1cc(Cl)ccc1Cl
→ 21 | 98 | 98 | -4 | 105 | 97 | 101 | 83

Carrying on.
The line under a structure holds: GRK2 aptamer HTS | AGP1 TOR yeast | MEP2-GFP yeast | VLA-4 inh | CIT2 TOR yeast | CR mimetic SO | RPL19A TOR yeast | LAP4-GFP MLPCN
C=CCN1C(=O)CN=C1Nc1ccccc1
→ 3 | 94 | 100 | -1 | 89 | 126 | 99 | 101
COC(=O)c1cccc(NC(=O)c2cnccn2)c1
→ 1 | 96 | 103 | -5 | 103 | 96 | 108 | 97
CC(=O)Nc1ccc(OCCOc2ccc(/C=C3\C(=N)N4N=C(C(C)C)SC4=NC3=O)cc2)cc1
→ 2 | 104 | 103 | -11 | 109 | 82 | 101 | 101
O=C(OCC(=O)N1CCN(c2ccccc2)CC1)c1cc(Br)ccc1Cl
→ 3 | 94 | 105 | 6 | 85 | 103 | 97 | 122
CCCOc1ccc(N2C(=O)CC(NCCc3ccc(S(N)(=O)=O)cc3)C2=O)cc1 (stereo not drawn)
→ 2 | 95 | 90 | 10 | 90 | 107 | 99 | 97
Cc1ccc(C=Nc2ccccc2C(N)=O)cc1
→ 1 | 105 | 108 | 8 | 104 | 86 | 103 | 115
Fc1ccccc1N1CCN(CC2CCCCC2)CC1
→ 0 | 104 | 122 | 0 | 120 | 98 | 103 | 98
COc1cc(CN(C(=S)NCC(=O)N2CCCC2)C2CCCC2)cc(OC)c1OC
→ 3 | 106 | 103 | 8 | 99 | 105 | 100 | 114
CC(C)OCCCNC(=O)[C@H]1N2C(=O)c3ccccc3C2SC1(C)C (stereo partly drawn)
→ 0 | 106 | 102 | 5 | 105 | 82 | 100 | 109
O=C(Nc1ccccc1N1CCOCC1)c1ccc(S(=O)(=O)NCc2ccco2)cc1
→ 1 | 115 | 108 | 7 | 112 | 95 | 122 | 109
O=C(NNC(=O)c1cccs1)c1ccc(Br)cc1
→ 1 | 97 | 100 | 14 | 96 | 84 | 106 | 95
Cc1ccc(Nc2nc(N)c3ccccc3n2)cc1C
→ 0 | 102 | 102 | 5 | 98 | 94 | 102 | 94
COc1cccc(N/C=C/C(=O)c2ccc(Br)cc2)c1
→ 0 | 102 | 93 | 13 | 97 | 97 | 101 | 100
COC(=O)c1ccc2[nH]c(C3(O)CCCCC3)c(C)c2c1
→ 1 | 99 | 103 | -9 | 100 | 116 | 108 | 109
CCN(CC)CCSc1nnc2c3cc(F)ccc3n(Cc3ccccc3)c2n1
→ 0 | 99 | 100 | 2 | 102 | 102 | 105 | 108
COc1ccc(N2C(=O)CCC(C(=O)NCc3ccccn3)C2c2ccc(OC)c(OC)c2)cc1 (stereo not drawn)
→ 4 | 97 | 97 | -6 | 98 | 95 | 97 | 97
O=C1CC(NCC2CCCO2)C(=O)N1c1ccc(Cl)cc1 (stereo not drawn)
→ 0 | 90 | 96 | 12 | 93 | 117 | 97 | 87
O=C(NCC1CCCO1)/C(=C/c1ccccc1F)NC(=O)c1ccccc1 (stereo not drawn)
→ 0 | 96 | 104 | 22 | 105 | 85 | 97 | 93
CCOc1ccc(N=Nc2c(C)noc2C)cc1
→ 1 | 94 | 96 | 2 | 94 | 115 | 97 | 92
